Screening data as filed in PubChem.
STAT3 inh: reduces IL-6 driven STAT3 reporter signal | U3A cells, IL-6 STAT3-luciferase reporter, luminescence; host cell line lacks STAT1 | inhibition, % at 5.5 µM | actives 0.89% (n = 190,000);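 active means inhibition above the mean inhibition across all screened compounds plus 3 SD, cut at about 44% in these data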;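 further: 0% = DMSO only wells and 100% = 100 µM nifuroxazide control wells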
FLuc act counter: affects firefly luciferase, flagging false hits in luciferase stimulation screens; activation factor at 10 µM; P08659; ATPlite luciferase biochemical, luminescence, 10 min; 0 = ATP-free wells, 1 = DMSO control; AID 1027; 200,000 tested, under 10 active;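 active means luciferase activation factor, scaled between plate controls, of at least 2 with compound at 10 µM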
Target sequence (P08659 whole entry, looked up): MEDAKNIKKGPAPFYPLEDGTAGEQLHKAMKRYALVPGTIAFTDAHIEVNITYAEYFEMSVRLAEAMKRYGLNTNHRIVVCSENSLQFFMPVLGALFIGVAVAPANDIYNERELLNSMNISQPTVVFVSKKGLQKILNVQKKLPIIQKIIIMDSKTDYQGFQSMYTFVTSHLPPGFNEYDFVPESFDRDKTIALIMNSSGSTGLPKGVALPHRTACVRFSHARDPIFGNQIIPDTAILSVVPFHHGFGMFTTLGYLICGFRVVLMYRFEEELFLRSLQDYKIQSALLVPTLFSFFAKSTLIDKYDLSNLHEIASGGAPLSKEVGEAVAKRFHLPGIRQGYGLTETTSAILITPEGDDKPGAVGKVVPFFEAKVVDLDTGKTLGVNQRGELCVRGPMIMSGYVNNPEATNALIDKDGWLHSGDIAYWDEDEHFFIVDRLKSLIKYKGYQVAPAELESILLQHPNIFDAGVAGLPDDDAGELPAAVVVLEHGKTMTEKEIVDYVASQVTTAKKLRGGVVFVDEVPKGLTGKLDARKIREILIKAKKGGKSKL
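Material: Luciferase/luciferin reagent mix | Doses: Test compounds dosed from 2 mM stocks in 100% DMSO | Timing: 10 min incubation after luciferase reagent addition, room temperature | Measured by: Luminescence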
ROMK primary: modulates human ROMK potassium channel activity. P48048. Tet-inducible ROMK, thallium flux fluorescence; actives lie on both sides. B-score at 10 µM. actives 2% (n = 130,000). AID 1918;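 active means signal ratio slope over the read window, or its plate-corrected B-score, at least 3 SD from the plate mean, either direction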;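 further: B-score of the F/F0 ratio slope over 7 to 12 s after thallium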
Target sequence (P48048 whole entry, looked up): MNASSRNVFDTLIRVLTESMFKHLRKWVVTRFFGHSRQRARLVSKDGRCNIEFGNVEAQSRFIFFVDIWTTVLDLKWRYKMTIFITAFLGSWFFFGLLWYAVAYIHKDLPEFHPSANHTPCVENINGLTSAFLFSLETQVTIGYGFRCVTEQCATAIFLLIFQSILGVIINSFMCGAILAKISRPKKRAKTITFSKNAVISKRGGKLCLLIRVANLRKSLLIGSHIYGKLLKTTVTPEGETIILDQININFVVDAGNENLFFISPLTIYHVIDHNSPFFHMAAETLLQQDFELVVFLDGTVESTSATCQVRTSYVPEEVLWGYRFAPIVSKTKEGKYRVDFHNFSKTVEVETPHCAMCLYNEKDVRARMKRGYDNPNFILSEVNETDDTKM
NF-kB neuron act: raises NF-kB expression in human neuronal cells; NF-kB reporter expression; stronger effect = higher value; fold change at 12.5 µM; actives 1.6% (n = 190,000); in the data active means fold change above about 3.3
APP 5'UTR act: APP 5'UTR luciferase reporter activation. AID 1276. actives 1% (n = 190,000). SH-SY5Y APP 5'UTR luciferase reporter, luminescence; zero percent = DMSO vehicle wells. activation, % at 2 µM;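 active means activation above a set limit, based on mean plus 3 SD of controls, cut at about 140% in these data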; further: values of inactives mirror those of a sister screen read the other way
APP transl inh: APP translation inhibition; SH-SY5Y APP 5'UTR-luciferase reporter, luminescence; inhibition, % at 2 µM; actives 0.82% (n = 190,000);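 active means inhibition above a set limit, derived from the sample mean plus 3 SD, cut at about 45% in these data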; further: values of inactives mirror those of a sister screen read the other way
STAT1 act: increases IFN-gamma driven STAT1 reporter signal; NIH 3T3 STAT1-luciferase reporter, luminescence; 100% = IFN-gamma alone, no compound; activation (% of control), % at 5.5 µM; actives 2.6% (n = 200,000); AID 932;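 active means activation above the screen-wide mean activation plus 3 SD, cut at about 130% in these data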;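 further: raw ratio to IFN-gamma control signal so 100% means no change and 0% no light; values of inactives mirror those of a sister screen read the other way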
FLuc inh counter: inhibits firefly luciferase, flagging false hits in luciferase inhibition screens. actives 1.5% (n = 200,000). ATPLite firefly luciferase biochemical luminescence, 10 min. P08659. AID 1006. inhibition, % at 10 µM;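 active means inhibition above about 50% when tested at 10 µM, limit read from the data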
STAT1 inh: inhibitors of IFN-gamma induced STAT1 signaling; NIH 3T3 STAT1-luciferase reporter, luminescence; inhibition, % at 5.5 µM; actives 0.35% (n = 200,000); AID 920;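 active means inhibition above a set limit, the mean inhibition across all tested compounds plus 3 SD, cut at about 34% in these data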;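 further: 0% = IFN-gamma with DMSO and 100% = IFN-gamma with 300 µM nifuroxazide; values of inactives mirror those of a sister screen read the other way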
STAT3 act: STAT3 signaling activation; U3A cells, IL-6 STAT3-luciferase reporter, luminescence; 100% = signal with IL-6 EC80 alone; activation (% of control), % at 5.6 µM; actives 0.91% (n = 190,000); AID 871;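 active means activation above the screen-wide mean of compound activation plus 3 SD, cut at about 130% in these data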;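 further: 0% = background luminescence of wells with medium and substrate only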
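Material: STAT3-luciferase reporter U3A cells; Probe or stimulus: IL-6 (33 ng/mL); Incubation: compound pre-incubation 1 h before IL-6, then 6 h stimulation at 37 °C; Technique: luminescence from STAT3-driven luciferase reporter; Evaluation: % activation versus median of IL-6-stimulated wells; Controls: IL-6-only high control.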
* marks the source's active call; other numbers are inactive results; nt = no result given.

Order of results: STAT3 inh | APP 5'UTR act | STAT1 act | ROMK primary | NF-kB neuron act | STAT3 act | FLuc act counter | STAT1 inh | FLuc inh counter | APP transl inh
O=c1c(-c2ccc(Cl)cc2)[n+]([O-])c2ccccc2n1OCc1ccccn1
→ 16 | -20 | 100 | -1.1 | 1.9 | 91 | 1.1 | 0 | -6 | 20
COC(=O)N/N=C/c1c(C)cc(C)cc1C
→ 13 | 2 | 98 | -0.73 | 1.4 | 92 | 1 | 2 | -3 | -2
CCCNC(=O)Nc1ccccc1C(=O)Nc1ccc(OC)cc1
→ 5 | 8 | 95 | nt | 1 | 99 | 1 | 5 | 2 | -8
COc1ccc2c(c1)CCc1cnc(N)nc1-2
→ 23 | -12 | 117 | 0.078 | 1.4 | 84 | 1 | -21 | 4 | 12
O=C(/C=C/c1ccc2c(c1)OCO2)c1ccc(F)cc1
→ -3 | 20 | 108 | -0.65 | 1.6 | 100 | 0.5 | -8 | 48 | -20
Cc1cccc(N2CCN(C(=O)Cc3cn(C)c4ccccc34)CC2)c1C
→ 1 | 10 | 99 | -0.46 | 1 | 104 | 1 | 1 | 4 | -10
NN/C(=C\[N+](=O)[O-])Nc1ccc(Cl)cc1
→ 7 | 11 | 108 | 0.02 | 1.4 | 98 | 1 | -10 | 0 | -10
Cc1[nH]c2ccccc2c1/C=N/NC(=O)CCC(=O)NCc1ccccc1
→ -19 | -14 | 101 | nt | 0.91 | 120 | 1 | -3 | -3 | 14
O=C(N/N=C/c1cn[nH]c1-c1ccc(Cl)cc1)c1ccc([N+](=O)[O-])cc1
→ 17 | 0 | 101 | -0.15 | 0.86 | 88 | 1 | -3 | -4 | 0
O=[N+]([O-])c1cccc(-c2cn3ccccc3n2)c1
→ 11 | 118 | 153* | 1.3 | 5.5* | 93 | 0.7 | -59 | 28 | -118
Cc1cc(C)nc(-n2nc(C)cc2NC(=O)CNC(C)c2ccccc2)n1 (configuration not stated)
→ 7 | -10 | 100 | nt | 0.78 | 104 | 1 | 0 | -3 | 10
O=C(Oc1c(Cl)cc(Cl)c2cccnc12)c1ccco1
→ -10 | -5 | 95 | 0.92 | 1 | 108 | 0.9 | 5 | 6 | 5
Cc1cc(Cl)c(S(=O)(=O)Nc2cccc(O)c2)cc1OCC(N)=O
→ -4 | 5 | 99 | 0.33 | 0.99 | 101 | 1 | 1 | -1 | -5
CCN(CC)CCOC(=O)CCc1cccc2ccccc12
→ 8 | -26 | 97 | 0.24 | 1.2 | 96 | 1.1 | 4 | -7 | 26
CCC1CCCCN1S(=O)(=O)c1ccc(S(=O)(=O)N(Cc2cccs2)C2CC2)cc1 (configuration not stated)
→ 5 | -4 | 96 | nt | 0.83 | 101 | 1 | 5 | -4 | 4

(further entries)
Order of results: STAT3 inh | APP 5'UTR act | STAT1 act | ROMK primary | NF-kB neuron act | STAT3 act | FLuc act counter | STAT1 inh | FLuc inh counter | APP transl inh
Cc1cc(NCCCN2CCOCC2)n2c(nc3ccccc32)c1C#N
→ 10 | -8 | 104 | 0.04 | 0.73 | 93 | 1.1 | -4 | -5 | 8
Cc1ccc2c(c1)c1ncn(CCC3=CCCCC3)c(=O)c1n2C
→ 0 | 9 | 108 | 0.082 | 1.3 | 104 | 1 | -9 | -2 | -9
COc1cccc(/C=C2/SC(=O)N(C)C2=O)c1OCc1ccc(C(=O)O)cc1
→ 4 | -9 | 104 | nt | 1.1 | 100 | 1 | -6 | -1 | 9
NC(=O)c1ccccc1N/C=C/C(=O)c1cccs1
→ 32 | nt | 138* | nt | 5.4* | 78 | 0.2 | -42 | 85* | nt
O=C(O)CC/C(=C\c1ccc(N2CCCC2)c([N+](=O)[O-])c1)c1nc2ccccc2s1
→ -4 | -21 | 95 | 0.98 | 1.2 | 104 | 1 | 4 | -5 | 21
O=C(Cc1coc2ccc3ccccc3c12)N1CCc2ccccc21
→ 21 | 11 | 94 | nt | 1 | 85 | 1 | 7 | -2 | -11
COC(=O)[C@H](C)NC(=O)Nc1ccc(OC(F)(F)F)cc1
→ 2 | -6 | 105 | nt | 1.1 | 104 | 1 | -6 | -4 | 6
c1ccc(Cn2nnnc2C(c2cccs2)N2CCSCC2)cc1 (configuration not stated)
→ -10 | 11 | 94 | 1.3 | 1.2 | 111 | 1.1 | 7 | -7 | -11
COC(=O)C(C)Sc1nc2c(c(-c3ccc(OC)cc3)c1C#N)-c1ccccc1C2=O (configuration not stated)
→ 3 | 2 | 100 | nt | nt | 102 | nt | 0 | nt | -2
CC(C)Oc1ccc(N2CC(C(=O)Nc3ccccn3)CC2=O)cc1 (configuration not stated)
→ 0 | 1 | 100 | 0.056 | 1 | 104 | 1.1 | -1 | -5 | -1
CCCCCn1c(=O)[nH]c2cc(C(=O)N3CCN(Cc4ccc5c(c4)OCO5)CC3)ccc2c1=O
→ 87* | 0 | 86 | -0.06 | 0.62 | 28 | 1.1 | 15 | -7 | 0
Cc1cc(=O)c2c(C)nn(-c3ccccc3)c2[nH]1
→ -1 | 3 | 104 | -0.14 | 1.1 | 103 | 1 | -4 | -4 | -3
O=c1cc(-c2ccccc2)nc(SCc2ccc(Cl)cc2)[nH]1
→ 5 | -6 | 102 | nt | 1 | 105 | 1 | -3 | -2 | 6
O=S(=O)(NCCNS(=O)(=O)c1cccs1)c1cccs1
→ 18 | -2 | 98 | 0.79 | 1 | 87 | 1.1 | 2 | -9 | 2
O=C(NO)c1ccc(C(=O)N(C2CCCCC2)C2CCCCC2)cc1
→ 4 | 15 | 99 | nt | 1.2 | 102 | 1.1 | 1 | -7 | -15

Further results follow:
Order of results: STAT3 inh | APP 5'UTR act | STAT1 act | ROMK primary | NF-kB neuron act | STAT3 act | FLuc act counter | STAT1 inh | FLuc inh counter | APP transl inh
CC(=O)N1CCC(N2CCN(Cc3ccc(C)cc3)C(CCO)C2)CC1 (configuration not stated)
→ -2 | 4 | 95 | 1.1 | 1 | 105 | 1 | 3 | -3 | -4
CNCC(=O)Nc1ccc(Cl)c(C(F)(F)F)c1
→ 3 | -10 | 107 | 0.21 | 1.3 | 107 | 1 | -9 | -4 | 10
COc1ccccc1N1CCN(CCOc2c(OC)cccc2OC)CC1
→ 21 | -12 | 100 | -0.00087 | 1 | 88 | 1 | 0 | -2 | 12
O=C(O)c1ccc(-n2cccn2)c([N+](=O)[O-])c1
→ 6 | 3 | 98 | 0.84 | 1 | 101 | 1.1 | 2 | -8 | -4
CCOC(=O)C1(Cc2cccc(F)c2)CCN(Cc2cnc(C)s2)CC1
→ 10 | 12 | 91 | nt | nt | 96 | 1.1 | 8 | -5 | -12
N/C(Cc1ccc([N+](=O)[O-])cc1)=N\OC(=O)Cc1ccc(Cl)cc1
→ -4 | 14 | 97 | nt | 1.1 | 105 | 1 | 4 | -1 | -14
CCOC(=O)C1(Cc2ccccc2)CCN(Cc2ccc(COC)o2)CC1
→ 1 | -7 | 90 | nt | nt | 104 | 1.1 | 10 | -5 | 7
COc1ccc(-c2nc(/C=C3\C(C)=Nc4ccccc43)c(O)o2)cc1
→ -1 | -32 | 88 | 1.2 | 1.2 | 100 | 1 | 13 | 4 | 32
CCOC(=O)Cc1csc(NC(=O)CSc2nnc(C(C)C)n2C)n1
→ 5 | 4 | 105 | 0.16 | 0.9 | 100 | 1 | -8 | -3 | -4
COc1ccc(CNC(=O)CN(C)S(=O)(=O)c2ccccc2)cc1
→ -5 | 0 | 93 | 0.81 | 0.82 | 108 | 1 | 4 | -2 | 0
CCSC1=N/C(=C\c2ccc3c(c2)OCO3)C(=O)S1
→ 10 | 4 | 94 | nt | 1.3 | 95 | 1 | 6 | 0 | -4
Cc1ccc(C)c(C(=O)COC(=O)c2ccccc2N2C(=O)C3C4CCC(C4)C3C2=O)c1 (configuration not stated)
→ 10 | 20 | 98 | nt | 0.59 | 96 | 0.8 | 2 | 18 | -20
COc1ccc(CC2(CO)CCN(CC3=CC[C@H]4C[C@@H]3C4(C)C)CC2)cc1
→ -10 | -3 | 95 | nt | 0.88 | 111 | 1.1 | 3 | -6 | 3
Cc1ccc(NC(=O)COc2ccccc2C(=O)Nc2ccccc2)cc1Cl
→ 1 | -4 | 97 | nt | 0.94 | 104 | 1 | 3 | 2 | 4
Cn1c(/C(C#N)=C/C2CC=CCC2)nc2ccccc21 (configuration not stated)
→ 8 | -1 | 95 | nt | 1.6 | 96 | 1 | 5 | -2 | 1

An excerpt from above in order of number of heavy atoms, ascending.
Order of results: STAT3 inh | APP 5'UTR act | STAT1 act | ROMK primary | NF-kB neuron act | STAT3 act | FLuc act counter | STAT1 inh | FLuc inh counter | APP transl inh
O=C(O)c1ccc(-n2cccn2)c([N+](=O)[O-])c1
→ 6 | 3 | 98 | 0.84 | 1 | 101 | 1.1 | 2 | -8 | -4
CCSC1=N/C(=C\c2ccc3c(c2)OCO3)C(=O)S1
→ 10 | 4 | 94 | nt | 1.3 | 95 | 1 | 6 | 0 | -4
COc1ccc(CNC(=O)CN(C)S(=O)(=O)c2ccccc2)cc1
→ -5 | 0 | 93 | 0.81 | 0.82 | 108 | 1 | 4 | -2 | 0
CCOC(=O)Cc1csc(NC(=O)CSc2nnc(C(C)C)n2C)n1
→ 5 | 4 | 105 | 0.16 | 0.9 | 100 | 1 | -8 | -3 | -4
CC(=O)N1CCC(N2CCN(Cc3ccc(C)cc3)C(CCO)C2)CC1 (configuration not stated)
→ -2 | 4 | 95 | 1.1 | 1 | 105 | 1 | 3 | -3 | -4
CCOC(=O)C1(Cc2ccccc2)CCN(Cc2ccc(COC)o2)CC1
→ 1 | -7 | 90 | nt | nt | 104 | 1.1 | 10 | -5 | 7
Cc1ccc(NC(=O)COc2ccccc2C(=O)Nc2ccccc2)cc1Cl
→ 1 | -4 | 97 | nt | 0.94 | 104 | 1 | 3 | 2 | 4
Cc1ccc(C)c(C(=O)COC(=O)c2ccccc2N2C(=O)C3C4CCC(C4)C3C2=O)c1 (configuration not stated)
→ 10 | 20 | 98 | nt | 0.59 | 96 | 0.8 | 2 | 18 | -20

Continued.
Order of results: STAT3 inh | APP 5'UTR act | STAT1 act | ROMK primary | NF-kB neuron act | STAT3 act | FLuc act counter | STAT1 inh | FLuc inh counter | APP transl inh
O=C(COc1ccc(Cl)cc1)NNC(=O)c1cccnc1
→ -2 | 3 | 95 | -1.2 | 1.1 | 104 | 1 | 3 | -2 | -3
O=C(Nc1ccc(Cl)cn1)c1cccc(F)c1
→ 18 | 55 | 146* | 1.7 | 3.6* | 91 | 0.9 | -51 | 9 | -54
Cc1c(NC(=O)C23CC4CC(CC(C)(C4)C2)C3)c(=O)n(-c2ccccc2)n1C
→ 5 | 5 | 92 | 0.21 | 1.2 | 98 | 1.1 | 9 | -6 | -5
CN(C(=S)NC(=O)c1ccccc1Br)C1CCCCC1
→ 7 | 4 | 107 | nt | 1.2 | 104 | 1 | -7 | -3 | -4
Cc1cccc(OCC(=O)Nc2cc(C)ccc2O)c1
→ -16 | -1 | 102 | nt | 2.3 | 115 | 0.9 | -2 | 7 | 1
CCCN1C2CCCC1CC(NC(=O)c1ccccc1F)C2 (configuration not stated)
→ 5 | -10 | 103 | nt | 1.1 | 101 | 1 | -3 | -3 | 10
CCCN(CC(=O)Nc1ccc(C(N)=O)cc1)CC(=O)Nc1ccc(Cl)cc1Cl
→ -22 | -13 | 97 | nt | 1 | 122 | 1 | 4 | -4 | 13
